Bfl-1 Bim block = disrupts Bim binding to human Bfl-1; actives 0.12% (n = 190,000); AID 1008; Q16548; inhibition, % at 10 µM; Bead-based flow cytometry, Bim-Bfl-1 binding inhibition;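 also: 0% = wells without compound plus tracer and 100% = blocker peptide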
RGS7-Gao = regulators of human RGS7-Galphao interaction. P09471. AID 1439. actives 0.35% (n = 220,000). Multiplexed bead flow cytometry, RGS7-Galphao binding; actives lie on both sides. binding response (% of control), % at 10 µM; in the data active = binding response below about 49% or above about 150%; inconclusive = no clear call, values can overlap the other calls; inactive = in between;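 also: fluorescent Galphao held in activated GDP-AlF4 state binding bead-coupled RGS7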
GSH bead fluor = GSH bead compound fluorescence profile. AID 1776. actives 0.25% (n = 190,000). GSH beads flow cytometry, compound fluorescence 488/530 nm; hits give high values. fluorescence (KMESF) at 10 µM; in the data active = fluorescence above about 89;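 also: glutathione beads carrying GST-tagged Bcl family fusion proteins plus one bare bead set; values are compound well signal with DMSO vehicle wells as background; inactives centre near 16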
Bim-Bcl-B = inhibitors of Bim-Bcl-B interaction, human. Q9HD36. bead-based flow cytometry, Bim peptide-Bcl-B binding. inhibition, % at 10 µM. actives 0.073% (n = 190,000);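 also: 0% = tracer peptide without compound and 100% = reference inhibitor peptide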
Target sequence (Q9HD36 whole entry, looked up): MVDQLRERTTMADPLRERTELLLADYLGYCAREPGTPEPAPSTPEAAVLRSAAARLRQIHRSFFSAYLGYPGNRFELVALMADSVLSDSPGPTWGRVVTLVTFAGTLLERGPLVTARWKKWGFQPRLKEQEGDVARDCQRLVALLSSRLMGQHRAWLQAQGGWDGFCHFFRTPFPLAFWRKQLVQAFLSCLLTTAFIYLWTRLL
RGS4-Gao reg = human RGS4-Galphao interaction regulation; Multiplexed bead flow cytometry, RGS4-Galphao binding; actives lie on both sides; binding response (% of control), % at 10 µM; actives 0.33% (n = 220,000); AID 1415; in the data active = binding response below about 49% or above about 150%; inactive = in between;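 also: fluorescent Galphao activated with aluminum fluoride binding bead-coupled RGS4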
Bim-Bcl-W = inhibitors of Bim-Bcl-W interaction, human; inhibition, % at 10 µM; Q92843; bead-based flow cytometry, Bim peptide-Bcl-W binding; AID 952; actives 0.02% (n = 190,000);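 also: 0% = bound tracer without compound and 100% = peptide blocker; higher means less fluorescent Bim peptide bound to Bcl-W beads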
Target sequence (Q92843 whole entry, looked up): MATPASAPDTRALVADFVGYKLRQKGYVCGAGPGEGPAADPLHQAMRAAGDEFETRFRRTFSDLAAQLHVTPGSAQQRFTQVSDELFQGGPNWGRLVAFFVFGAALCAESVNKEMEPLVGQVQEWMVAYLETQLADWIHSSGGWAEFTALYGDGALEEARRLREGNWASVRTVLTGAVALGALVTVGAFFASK
Bim-Bcl-XL = disrupts Bim peptide binding to human Bcl-XL; inhibition, % at 10 µM; bead flow cytometry, fluorescence; Q07817; actives 0.04% (n = 190,000)
ABCG2 block = human ABCG2 inhibition, ABCB1 as counter-screen. inhibition, % at 6.6 µM. IgMXP3 cells, JC-1 efflux, flow cytometry. actives 0.1% (n = 190,000);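 active = inhibition above 80%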;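 also: 0% = DMSO and 100% = nicardipine control wells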
Target sequence (Q9UNQ0 whole entry, looked up): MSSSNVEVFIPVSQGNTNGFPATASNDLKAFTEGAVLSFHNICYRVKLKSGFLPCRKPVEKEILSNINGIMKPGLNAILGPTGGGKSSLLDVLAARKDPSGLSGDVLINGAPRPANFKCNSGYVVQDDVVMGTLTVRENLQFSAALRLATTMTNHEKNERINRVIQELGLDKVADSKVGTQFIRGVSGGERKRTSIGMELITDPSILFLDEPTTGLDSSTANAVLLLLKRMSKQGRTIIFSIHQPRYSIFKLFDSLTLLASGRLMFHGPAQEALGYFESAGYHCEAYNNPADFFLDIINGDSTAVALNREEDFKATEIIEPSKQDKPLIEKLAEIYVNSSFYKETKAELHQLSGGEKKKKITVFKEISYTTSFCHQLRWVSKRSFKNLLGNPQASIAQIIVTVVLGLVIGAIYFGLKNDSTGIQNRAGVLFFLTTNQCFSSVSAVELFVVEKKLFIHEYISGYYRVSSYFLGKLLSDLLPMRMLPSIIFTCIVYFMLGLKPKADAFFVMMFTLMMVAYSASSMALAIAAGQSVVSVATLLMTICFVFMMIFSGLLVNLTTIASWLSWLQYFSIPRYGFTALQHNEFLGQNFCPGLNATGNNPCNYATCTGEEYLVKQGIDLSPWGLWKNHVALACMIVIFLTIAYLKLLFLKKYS
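Read-out basis: Efflux inhibition in percent versus controls | Test system: ABCG2 IgMXP3 and barcoded ABCB1 CCRF-Adr cell mix | Quantity: 3 million cells/mL in well | Schedule: 10 min at 25 °C | Control set: Nicardipine as high control, DMSO as low control | Reagent: JC-1 as fluorescent efflux pump substrate | Signal: Flow cytometry of retained JC-1 fluorescence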
Bim-Bcl-2 = human Bim-Bcl-2 interaction inhibition; P10415; Bead-based flow cytometry, Bim peptide-Bcl-2 binding; inhibition, % at 10 µM; actives 0.06% (n = 190,000); in the data active = inhibition above about 40%; inconclusive = no clear call, values can overlap the other calls;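 also: 0% = no compound wells with probe peptide and 100% = reference peptide inhibitor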
ABCB1 inh = inhibitors of human ABCB1 transporter, ABCG2 counter-screen | P08183 | CCRF-Adr cells, JC-1 efflux, flow cytometry | inhibition, % at 6.6 µM | actives 0.067% (n = 190,000) | AID 1326; in the data active = inhibition above about 40%;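 also: 0% = vehicle and 100% = reference inhibitor; higher value means more JC-1 retained so stronger ABCB1 efflux block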
RGS8-Gao reg = regulators of human RGS8-Galphao interaction. P09471. multiplexed bead flow cytometry, RGS8-Galphao binding; actives lie on both sides. response (percent of control binding), % at 10 µM. actives 0.34% (n = 220,000); in the data active = response below about 60% or above about 140%; inactive = in between;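 also: Galphao activated as the GDP aluminium fluoride complex binding bead-coupled RGS8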
Starred values were filed as active, the others as inactive; ? = inconclusive. Rule as the data show it, unless noted: active = inhibition above about 40%.

SMILES	Bfl-1 Bim block	RGS7-Gao	GSH bead fluor	Bim-Bcl-B	RGS4-Gao reg	Bim-Bcl-W	Bim-Bcl-XL	ABCG2 block	Bim-Bcl-2	ABCB1 inh	RGS8-Gao reg
Nc1ccccc1-c1nc2ccccc2s1	-6	?	23	-7	99	0	-4	3	-2	0.3	99
O=C(Nc1nnc(COc2ccc(Cl)cc2)s1)C1CCCO1 (stereo not given)	16	122	51	-24	93	-2	-13	7	-6	0.4	90
O=C(NCc1n[nH]c(=S)n1-c1ccccc1)c1ccco1	-16	100	24	-18	94	-1	-4	3	-8	0.5	96
Cc1ccc(S(=O)(=O)N2CCN(C(=O)c3ccccc3)C2)cc1[N+](=O)[O-]	-6	95	11	0	100	0	0	0	0	0.8	105
COc1ccc(Cl)cc1NC(=O)CN(C1CCCCC1)S(C)(=O)=O	-17	100	37	-9	97	-1	-6	32	-9	0.5	100
O=C(CSc1ncccn1)NCc1ccc(F)cc1	0	98	8	-2	97	1	4	1	1	0.3	95
CCCN(CC(=O)Nc1cccc(Br)c1)CC(=O)Nc1ccc(F)c(F)c1F	-4	103	14	-9	103	-6	-5	18	-5	1.0	104
Cc1cc(C)cc(C(=O)OCC(=O)NCc2cccs2)c1	0	107	10	-2	110	0	-4	-2	-1	-0.9	125
CCCCCSc1nnc(-c2cc(Br)ccc2N)c(=O)[nH]1	0	100	14	-4	100	-1	-3	2	-3	0.2	100
O=C1CN(C(=O)c2cc(Br)c(Br)s2)c2ccccc2N1	-11	96	25	-9	99	-1	-2	2	-9	0.2	98
Cc1c(NC(=O)CN2C(=O)C(=O)c3ccccc32)c(=O)n(-c2ccccc2)n1C	-6	100	8	-4	100	0	-3	0	1	0.5	103
O=C1/C(=C/c2cccs2)Sc2ccccc21	-14	102	17	-9	100	-5	-10	-2	-8	-0.2	101
COc1cc(C(=O)N2c3ccccc3CC2C)cc(OC)c1OC (stereo not given)	0	99	24	-1	95	-2	-1	7	0	1.8	96
COC(=O)C1=C(C)N(c2ccccc2)C(=S)NC1c1ccccc1C(F)(F)F (stereo not given)	-11	98	11	-8	102	-4	-2	2	-6	2.4	100
O=C(c1cccnc1)N1CCC(Oc2ccc(C(=O)N3CCCC(O)C3)cc2)CC1 (stereo not given)	-1	99	18	-3	104	1	0	0	0	-0.6	102
COc1ccc(/C=N/n2c(=O)[nH]c3c([nH]c4ccc(C)cc43)c2=O)cc1CN1CCOCC1	-1	99	14	-2	100	-2	-2	2	-4	0.4	104
CCc1nc2c(c(=O)c3ccccc3n2C)c(=O)n1C1CCCCCC1	-8	85	8	-15	89	-6	-10	12	-7	3.9	94
COc1cc(NC(=O)c2cc(Br)cc(C)c2OC)ccc1NC(=O)C(C)C	-5	99	11	-4	101	-1	-2	5	3	0.4	98
O=C1NC2(CCCCC2)C(=O)N1/N=C/c1ccc(O)cc1O	0	101	20	0	101	0	0	2	0	0.3	103
O=C(c1ccco1)N1CCN=C1SCc1c(F)cccc1Cl	-2	103	12	-2	99	2	0	12	-2	1.2	103
CCOCCn1c(CN2CCOCC2)nc2c1c(=O)[nH]c(=O)n2C	-10	103	19	-5	104	0	-5	0	-5	0.2	102
O=C(COc1ccc(Cl)cc1)NNC(=O)c1ccccn1	0	102	14	0	104	0	-1	6	-2	1.0	103
O=C1CCC(=O)N1CC(=O)N1c2ccccc2Sc2ccccc21	-3	103	8	-6	106	-5	-2	2	-3	1.0	102
COc1ccc(C(=O)C2CCCN(C(=O)c3c4c(nn3C)CCCC4)C2)cc1F (stereo not given)	-4	103	17	-2	103	-1	-1	0	-7	1.3	107
Cc1sc2ncn(CC(=O)N(CC(=O)NC3CCCC3)Cc3cccs3)c(=O)c2c1C	-1	108	49	-5	113	-1	-3	3	-2	1.2	111

Three compounds out of the list, arranged by molecular weight, highest first:
SMILES	Bfl-1 Bim block	RGS7-Gao	GSH bead fluor	Bim-Bcl-B	RGS4-Gao reg	Bim-Bcl-W	Bim-Bcl-XL	ABCG2 block	Bim-Bcl-2	ABCB1 inh	RGS8-Gao reg
CCCN(CC(=O)Nc1cccc(Br)c1)CC(=O)Nc1ccc(F)c(F)c1F	-4	103	14	-9	103	-6	-5	18	-5	1.0	104
O=C1CN(C(=O)c2cc(Br)c(Br)s2)c2ccccc2N1	-11	96	25	-9	99	-1	-2	2	-9	0.2	98
O=C(COc1ccc(Cl)cc1)NNC(=O)c1ccccn1	0	102	14	0	104	0	-1	6	-2	1.0	103

The listing picks up, repeating the two entries before the break.
SMILES	Bfl-1 Bim block	RGS7-Gao	GSH bead fluor	Bim-Bcl-B	RGS4-Gao reg	Bim-Bcl-W	Bim-Bcl-XL	ABCG2 block	Bim-Bcl-2	ABCB1 inh	RGS8-Gao reg
COc1ccc(C(=O)C2CCCN(C(=O)c3c4c(nn3C)CCCC4)C2)cc1F (stereo not given)	-4	103	17	-2	103	-1	-1	0	-7	1.3	107
Cc1sc2ncn(CC(=O)N(CC(=O)NC3CCCC3)Cc3cccs3)c(=O)c2c1C	-1	108	49	-5	113	-1	-3	3	-2	1.2	111
Cc1c(N(C)C(=O)C23CC4CC(CC(C4)C2)C3)c(=O)n(-c2ccccc2)n1C	-8	96	12	-6	98	0	-3	1	-7	0.1	100
O=C(Nc1cccc(Cl)c1)Nc1ccccc1-n1ccnc1	-5	96	17	-6	101	-2	0	8	-3	0.7	99
CC(NC(=O)Cc1ccccc1)c1ccc(F)cc1 (stereo not given)	2	101	10	-2	103	7	0	4	0	0.4	100
CCc1nnc(NC(=O)C2(C)COC(c3ccc(OC)cc3)OC2)s1 (stereo not given)	4	109	10	0	109	-5	-3	4	0	0.4	94
O=C(NC1CCCC1)C1CCCN1C(=O)Oc1ccccc1 (stereo not given)	-5	106	21	-6	108	0	-2	11	-5	2.2	106
Cc1sc2nc(C)n(/N=C/c3ccccc3O)c(=O)c2c1C	-1	95	52	-3	98	-4	-2	0	-1	-0.1	99
Cc1ccc(N2C(=O)CC(Cc3cc(C)cc(C)c3)C2=O)cc1 (stereo not given)	-3	105	10	-5	103	-2	0	4	-1	0.3	103
Cc1ccc(C)c(NC(=S)NC(C)C(c2ccccc2)N2CCN(C)CC2)c1 (stereo not given)	-4	?	20	-1	99	-2	-5	6	0	0.1	101
Cc1n[nH]c(C)c1S(=O)(=O)Nc1ccc2c(c1)OCCO2	-21	99	22	-7	98	-3	-5	0	-12	-0.4	101
CN(C(=O)COC(=O)c1ccc2[nH]c3c(c2c1)CCCC3)C1CCS(=O)(=O)C1 (stereo not given)	-10	103	13	-5	104	-2	0	2	-2	0.4	103
O=c1cc(N2CCCCC2)c(-c2ccccc2)nn1Cc1cccc(Cl)c1	1	106	10	0	106	-2	-2	4	0	1.0	103
CCOC(=O)c1sc(NC(=O)CCCCCN2C(=O)c3cccc4cccc(c34)C2=O)nc1C	-10	100	53	-1	96	5	-6	0	-1	-0.1	100
COc1ccc(C(C)NC(=O)Cc2ccc(Br)cc2)cc1 (stereo not given)	1	101	5	3	106	1	0	-1	0	-0.5	101
O=[N+]([O-])c1ccc(NC(=S)NCc2ccncc2)cc1	-1	97	20	-12	102	-2	-8	4	-7	0.0	101
COc1ccc(NC(=O)CSc2ncnc3c2nnn3-c2ccc(F)cc2)c(OC)c1	5	96	11	-2	96	1	0	4	1	0.7	99
COc1cccc2c(=O)n(CC(=O)Nc3ccc(F)cc3F)ccc12	-13	101	25	-9	100	-2	-2	2	-8	0.5	102
O=C(CNc1ccccc1)N/N=C/c1ccc([N+](=O)[O-])cc1	-16	92	7	-7	91	-3	-5	1	-6	-0.5	99
COc1ccc(S(=O)(=O)N2CCN(C(=O)c3ccco3)CC2)cc1OC	3	99	13	5	92	4	3	0	5	0.5	97
CC(Nc1ccc(Br)cn1)c1cc(Cl)ccc1O (stereo not given)	-21	96	25	-10	97	-4	-12	14	-15	1.2	97
CCc1nc2oc3ccccc3c(=O)c2c(=O)n1Cc1ccc(OC)cc1	1	101	23	-1	102	-3	-3	18	4	3.5	99
O=C(NCc1ccc2c(c1)OCO2)C(=S)N1CCOCC1	-3	?	19	-1	103	-1	-2	-4	-1	0.1	103
CCCc1[nH]nc2c1C(c1ccc(O)cc1OCC)C(C#N)=C(N)O2 (stereo not given)	-7	100	14	-7	94	-1	-3	32	-11	0.9	96
O=c1c(-c2ccccc2)coc2cc(O)ccc12	3	112	14	-2	95	5	-1	2	7	0.0	105
C#CCOCCOCCOCCNc1nc(N2CCN(C(=O)[C@H]([C@@H](C)CC)n3cc([C@@H](N)Cc4ccc(O)cc4)nn3)CC2)nc(N2CCN(C(=O)[C@H](Cc3ccc(O)cc3)n3cc([C@@H](N)C(C)CC)nn3)CC2)n1 (stereo not given in full)	-7	96	20	-5	97	-4	-1	-1	-4	-0.1	103
Cc1cc(CC(C)C)n(-c2nc3ccccc3c(=O)n2OCc2ccccc2)n1	-14	100	24	-3	98	3	-4	1	0	0.2	100
COc1cccc2sc(Nc3nnc(-c4cccs4)o3)nc12	-2	100	16	0	98	1	-2	-7	-4	-0.6	94
Clc1ccc2[nH]c3c(N4CCC5(CC4)OCCO5)ncnc3c2c1	-14	101	11	-8	126	-2	-3	7	-8	1.1	111
Cc1cccc(N2CCN(C(=O)c3ccc(NS(=O)(=O)c4c(C)noc4C)cc3)CC2)c1C	-19	104	25	-9	103	-3	-11	22	-10	1.0	101
COc1ccc(C(=O)NNc2ccccc2)cc1	-4	97	8	-2	101	0	0	-5	0	-0.9	99
CCc1ccc(/C=C2/C(=O)N(c3ccccc3)C(=S)N2CC(=O)OC)s1	-3	96	18	-12	95	1	-6	-2	-1	-0.8	100

Arranged by the number under Bim-Bcl-W (rising): 3 of the compounds above.
mol | Bfl-1 Bim block | RGS7-Gao | GSH bead fluor | Bim-Bcl-B | RGS4-Gao reg | Bim-Bcl-W | Bim-Bcl-XL | Bim-Bcl-2 | RGS8-Gao reg
O=C(CNc1ccccc1)N/N=C/c1ccc([N+](=O)[O-])cc1 | -16 | 92 | 7 | -7 | 91 | -3 | -5 | -6 | 99
O=[N+]([O-])c1ccc(NC(=S)NCc2ccncc2)cc1 | -1 | 97 | 20 | -12 | 102 | -2 | -8 | -7 | 101
Cc1cc(CC(C)C)n(-c2nc3ccccc3c(=O)n2OCc2ccccc2)n1 | -14 | 100 | 24 | -3 | 98 | 3 | -4 | 0 | 100

Single entries from the entries so far:
`CCc1ccc(/C=C2/C(=O)N(c3ccccc3)C(=S)N2CC(=O)OC)s1` in Bfl-1 Bim block = -3
`Cc1cccc(N2CCN(C(=O)c3ccc(NS(=O)(=O)c4c(C)noc4C)cc3)CC2)c1C` in ABCG2 block = 22
`CC(NC(=O)Cc1ccccc1)c1ccc(F)cc1` (stereo not given) in GSH bead fluor = 10
